Screening data: PubChem, National Center for Advancing Translational Sciences (NCATS)
BAZ2B block: BAZ2B (human) inhibition | AlphaScreen BAZ2B-H3K14Ac peptide displacement | Potency, µM (doses to about 114 µM), for inactives: at the top dose activity change, negative = inhibition, usual class: inhibitors | 360,000 compounds, 4.4% hits; further: potency means the concentration at half of the fitted maximal effect; on the % scale 0 is the no-effect control and ±100 the full control effect; nearly all actives have a fitted effect of over 60% in size
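AlphaScreen displacement of biotin-H3(5-23)K14Ac peptide (50 nM final) from BAZ2B (50 nM final) in PBS pH 7.4, 0.01% Tween-20; complex preformed 30 min RT, then compounds (top 110 uM) 30 min RT, beads 20 min dark.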
RGS4 inhibitor: human RGS4 inhibition. P49798. Transcreener GDP fluorescence polarization, RGS4-accelerated GTP hydrolysis. 390,000 compounds, 0.039% hits. Potency, µM (titrated, usually from 114 µM), for inactives: at the highest dose activity change, negative = inhibition, hits mostly inhibitors; further: potency means the concentration at half of the fitted maximal effect; on the % scale 0 is the no-effect control and ±100 the full control effect; nearly all actives have a fitted effect of over 75% in size; some results filed as inactive show a strong effect at the top dose
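MLSMR compounds (23 nl, pin-transferred) preincubated 10 min at room temperature with a 500nM (2x) first reagent, then RGS4 at 900nM (2x) plus Transcreener GDP mix added; fluorescence polarization (620/688 nm) read before and after 90 min at 30 °C.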
ALOX12 inh: ALOX12 (human) lipoxygenase inhibition. P18054. purified 12hLO, xylenol orange hydroperoxide absorbance. Potency, µM (top dose mostly 108 µM), inactives show at the highest dose activity change, negative = inhibition, most hits filed as inhibitors. 580,000 compounds, 1.1% hits. AID 1671190; further: potency means the concentration at half of the fitted maximal effect; on the % scale 0 is the no-effect control and ±100 the full control effect
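Hydroperoxide product was detected by ferrous iron/xylenol orange as the 573 to 405 nm absorbance ratio. Arachidonic acid at 40 uM (final) was turned over for 30 min at room temperature by 150 nM human 12hLO, pH 7.0 Hepes buffer, after 15 min compound preincubation.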
HP1b chromo inh: blocks HP1-beta chromodomain binding to methylated histone tails; P83916; AlphaScreen HP1-beta / biotin-H3K9me3 peptide binding; Potency, µM (doses to about 114 µM), for the others: top-dose activity change, negative = inhibition, hits mostly inhibitors; 390,000 compounds, 0.56% hits; further: potency means the concentration at half of the fitted maximal effect; nearly all actives have a fitted effect of over 70% in size; inactives centre near 23
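AlphaScreen: HP1-beta (50 nM) preformed 30 min with biotin-H3(1-18)K9me3 peptide (50 nM) in PBS pH 7.4, 0.01% Tween-20. Compound added for 30 min at RT, then streptavidin donor/nickel chelate acceptor beads (10 ug/mL) for 30 min.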
ERG Ets-DNA blk: inhibitors of human ERG Ets domain-DNA interaction. fluorescence polarization, His-ERG Ets domain / labelled DNA. 370,000 compounds, 0.028% hits. Potency, µM (series often up to 76.9 µM), for the others: at the top dose FP activity, negative = inhibition, most hits filed as inhibitors. AID 624246. P11308; active means well fitted inhibition curve with a large enough effect in the polarisation, with a control signal flat; inconclusive means small, poorly fitted or top-dose-only effect, or effect the other way, or a change in a side signal; inactive means no such curve, though single readings can be large or run the other way; the % refers to the polarisation;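 further: polarization taken with two DNA probes labelled with fluorescein and Texas red; potency means the concentration at half of the fitted maximal effect; % of control where 0% means no effect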
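His-tagged ERG Ets domain (1 uM in the protein solution; 300mM KCl, 50mM Tris-HCl, 1mM EDTA, 1mM DTT, pH 7.5) received compound, then a probe mix of 5 nM fluorescein-DNA and 100nM Texas-615-DNA. Fluorescence polarization was read for both dyes.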
JMJD2A Tudor: JMJD2A Tudor domain (human) inhibition; AID 504339; AlphaScreen JMJD2A-Tudor / H3K4me3 peptide binding; Potency, µM (doses to about 114 µM), for the others: at the highest dose activity change, negative = inhibition, usual class: inhibitors; 390,000 compounds, 4.4% hits; O75164; further: potency means the concentration at half of the fitted maximal effect; on the % scale 0 is the no-effect control and ±100 the full control effect; nearly all actives have a fitted effect of over 50% in size
PI4K2A block: blocks human PI4K2A kinase activity; 420,000 compounds, 0.13% hits; Q9BTU6; activity change, negative = inhibition, % at 76.9 µM; AID 1346378; purified PI4K2A, ADP-Glo luminescence, 1 h; hits give low values; in the data active means activity change below about -50%; inconclusive means mostly about -30% to -49%;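 further: -100% = wells without enzyme as full effect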
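In this quantitative HTS, ADP production by PI4K2A was quantified luminescently after 1 h at ambient temperature; 100 microM adenosine served as plate-quality control.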
GLS inhibitor: inhibitors of human glutaminase (GLS); GLS enzymatic activity, qHTS titration; Potency, µM (top dose mostly 45.5 µM), for the others: at the highest dose activity change, negative = inhibition, hits mostly inhibitors; 410,000 compounds, 0.21% hits; further: potency means the concentration at half of the fitted maximal effect; on the % scale 0 is the no-effect control and ±100 the full control effect
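Enzyme dispensed in phosphate buffer (45 mM, pH 8.2, 0.02% Tween-20), compounds pinned in, then 1 mM L-glutamine solution and the glutamate oxidase–HRP–Amplex Red mix added; fluorescence read immediately and again after 30 min at room temperature.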
G9a inh: inhibitors of human histone lysine methyltransferase G9a; G9a H3K9 monomethylation, AlphaScreen, 2 h; Potency, µM (highest dose often 102 µM), inactives show at the top dose activity, negative = inhibition, actives largely listed as inhibitors; 350,000 compounds, 8.8% hits; AID 504332; further: potency means the concentration at half of the fitted maximal effect; on the % scale 0 is the no-effect control and ±100 the full control effect; nearly all actives have a fitted effect of over 75% in size
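Compounds were preincubated with 20 nM G9a for 15 min, after which biotinylated H3K9 peptide (500 nM) and SAM (20 uM) started a 2 h room-temperature reaction. Monomethylated product was quantified by antibody-based AlphaScreen chemiluminescence.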
Starred values were filed as active, the others as inactive; ? = inconclusive; . = not tested or not shown; & = joins results of further samples; [ ] = dose if it differs, or a comment. Unless noted, the call rests on the fitted dose curve; in most records, active means well fitted curve in the direction sought with a large enough effect; inconclusive means small, poorly fitted or top-dose-only effect, or another doubt; inactive means no such curve, though single readings can be large; an effect the other way counts as inactive or inconclusive. These rows are one share of the data (hit frequency here may not be typical).

Abbreviations: A = BAZ2B block; B = RGS4 inhibitor; C = ALOX12 inh; D = HP1b chromo inh; E = ERG Ets-DNA blk; F = JMJD2A Tudor; G = PI4K2A block; H = GLS inhibitor; I = G9a inh
> CCOc1ccccc1N/C=C(\C#N)c1nc2ccccc2n1C
  A: -9%	B: 10%	C: 28%	D: 29%	E: -8%	F: -19%	G: -4	H: -2%	I: -32%[59 µM]
> CCOc1ccc(S(=O)(=O)N2CCCC(C(=O)NCc3ccco3)C2)cc1 (stereo not drawn)
  A: -1%	B: -15%	C: 44%[activator]	D: 31%	E: -9%	F: -18%	G: 2	H: 10%	I: 10%
> COCCN(CC1CCCN(C2Cc3ccccc3C2)C1)C(=O)CCC(F)(F)F (stereo not drawn)
  A: 6%	B: 20%	C: ?	D: 33%	E: 12%	F: -1%	G: -11	H: 1%	I: 26%
> O=C1NC(=S)N(C(=O)c2ccc(F)cc2)/C1=C/c1ccccc1
  A: 45µM*	B: -50%	C: ?	D: -35%	E: .	F: 40µM*	G: -1	H: 15%	I: 10µM*
> COc1ccccc1CC(=O)N1CCN(c2ccccn2)CC1
  A: 6%	B: 9%	C: 8%	D: 16%	E: -8%	F: -7%	G: 9	H: 4%	I: 4%[59 µM]
> CCOC(=O)C1CCCN(c2c(NCCCN(C)c3ccccc3)c(=O)c2=O)C1 (stereo not drawn)
  A: 0%	B: -1%	C: ?	D: 34%	E: -6%	F: -13%	G: -1	H: 19%	I: 56µM*
> Cn1c2ccccc2n2c(=O)cc(-c3ccccc3)c(C#N)c12
  A: 0%	B: 15%	C: 57%[activator]	D: 11%	E: 4%	F: -34%	G: -3	H: -3%	I: .
> O=C1CC(C(=O)Nc2ccc(Br)cc2)S/C(=N\N=C\c2ccco2)N1 (stereo not drawn)
  A: -15%	B: -31%	C: 376%[activator]	D: 29%	E: 9%	F: 4%	G: 2	H: 0%	I: ?
> CN(CC(=O)Nc1cccc(C#N)c1)Cc1ccc(Cl)cc1
  A: 2%	B: 3%	C: -16%	D: 47%[activator]	E: -6%	F: 2%	G: 2	H: -9%	I: 6%
> Cc1ccc(S(=O)(=O)N2CCN(C(=O)COC(=O)/C=C/c3ccccc3[N+](=O)[O-])CC2)c(C)c1
  A: -14%	B: -6%	C: -16%	D: 14%	E: 2%	F: -17%	G: -1	H: -2%	I: ?
> Cn1c(N)c(C#N)c(C#N)c1-c1ccccc1
  A: -39%	B: -19%	C: 4%	D: -4%	E: -2%	F: -27%	G: 5	H: 1%	I: ?
> CCOC(=O)CC1ON(C)C(=O)N1c1ccc([N+](=O)[O-])cc1 (stereo not drawn)
  A: 3%	B: 20%	C: 1%	D: 36%	E: 4%	F: -7%	G: 2	H: 2%	I: -38%[59 µM]
> O=c1/c(=C/c2ccco2)sc2nc(-c3ccccc3Br)nn12
  A: 45µM*	B: -32%	C: 0%[57.4 µM]	D: 8.9µM*	E: -6%	F: 50µM*	G: 15	H: -3%	I: 22µM*
> Cc1cc(C)n2nc(-c3ccco3)nc2n1
  A: -20%	B: 23%	C: 14%	D: 15%	E: -2%	F: -5%	G: -2	H: 0%	I: 0%[59 µM]
> COc1ccc(C/C(N)=N/OC(=O)c2ccc(Cl)cc2)cc1
  A: ?	B: -7%	C: 0%	D: 27%	E: 1%	F: -9%	G: 4	H: -1%	I: -14%
> FC(F)Oc1ccc(NC(=S)Nc2ccc3cn[nH]c3c2)cc1
  A: -21%	B: -24%	C: -19%	D: -19%	E: -1%	F: -26%	G: 1	H: ?	I: -33%
> O=C(C1CCN(S(=O)(=O)Cc2ccccc2)CC1)N1CCN(c2ccccc2F)CC1
  A: -13%	B: -5%	C: -12%	D: 23%	E: -1%	F: -21%	G: -1	H: -13%	I: ?
> CCCCn1c(SCC(=O)NC(=O)Cc2ccccc2)nc2ccccc2c1=O
  A: 0%	B: 15%	C: -1%	D: 38%[activator]	E: 3%	F: 5%	G: 0	H: -1%	I: 36%[activator][12.7 µM]
> CCN1CCN(c2nc3c(c(=O)[nH]c(=O)n3C)n2CCCc2ccccc2)CC1
  A: -12%	B: -2%	C: 2%&16%	D: 35%	E: 9%	F: 5%[11.4 µM]	G: -2	H: -2%	I: 16%[12.7 µM]
> O=C(N/N=C/c1cccs1)c1c[nH]c2ccccc12
  A: -27%	B: 13%	C: 1%	D: 11%	E: .	F: -16%	G: 0	H: 14%	I: -63%[59 µM]
> C=CCn1c(=O)c2ccccc2n2c(SCC(=O)Nc3sc(C)c(CC)c3C(=O)OCC)nnc12
  A: -14%	B: -14%	C: -6%	D: 19%	E: 0%	F: -17%	G: 1	H: 2%	I: ?
> CCOc1ccc(CNC(=O)c2ccc3c(Cl)c4c(nc3c2)CCCC4)cc1
  A: -10%	B: -35%	C: -21%	D: 19%	E: 2%	F: -13%	G: -2	H: 14%	I: 0%[59 µM]
> COc1ccc(N2CCN(C(=O)c3nc(SC)ncc3Cl)CC2)cc1
  A: -30%	B: 3%	C: -22%	D: 27%	E: -2%	F: -18%	G: 3	H: 39%[activator]	I: 10µM*
> CC1CC(=O)c2ccccc2C1C (stereo not drawn)
  A: .	B: 15%	C: -21%	D: 9%	E: 1%	F: -16%	G: -6	H: 3%	I: .
> CCCC(=O)OCC(=O)Nc1cc(Cl)ccc1[N+](=O)[O-]
  A: 40µM*	B: -34%	C: -2%	D: -5%	E: -5%	F: ?	G: 5	H: -5%	I: ?
> Cc1ccc(C)c(N2CCN(C(=O)C(Cc3ccccc3)n3cccc3)CC2)c1 (stereo not drawn)
  A: -29%	B: -1%	C: -2%	D: 18%	E: 8%	F: -12%	G: -4	H: -6%	I: -23%
> CCOC(=O)CSc1nc2sc3c(c2c(=O)n1-c1ccc(OC)cc1)CCN(C)C3
  A: -17%	B: 9%	C: 26%	D: 13%	E: 8%	F: ?	G: -1	H: -20%	I: ?
> CN(CC(=O)Nc1ccc(Cl)c(C(F)(F)F)c1)C(=O)/C=C/c1ccco1
  A: -13%	B: -23%	C: ?	D: 19%	E: 7%	F: -3%	G: -5	H: -2%	I: -14%
> C[C@H](NC(=O)c1nc[nH]c1C(=O)NC(c1ccccc1)c1ccccc1)C(=O)OCc1ccccc1
  A: -9%	B: 4%	C: 4%	D: 18%	E: 3%	F: ?	G: 3	H: -4%	I: 0%[12.7 µM]
> Cc1ccc(CNC(=O)c2oc3ccc(S(=O)(=O)N4CCC(C)CC4)cc3c2C)cc1
  A: 4%	B: -12%	C: 6%	D: -26%	E: 14%	F: 3%	G: -2	H: 1%	I: -4%[59 µM]

Whole records, quoted from the list. Screens in order: BAZ2B block	RGS4 inhibitor	ALOX12 inh	HP1b chromo inh	ERG Ets-DNA blk	JMJD2A Tudor	PI4K2A block	GLS inhibitor	G9a inh
Cc1ccc(C)c(N2CCN(C(=O)C(Cc3ccccc3)n3cccc3)CC2)c1 (stereo not drawn) in the list: -29%	-1%	-2%	18%	8%	-12%	-4	-6%	-23%
CCN1CCN(c2nc3c(c(=O)[nH]c(=O)n3C)n2CCCc2ccccc2)CC1 in the list: -12%	-2%	2%&16%	35%	9%	5%[11.4 µM]	-2	-2%	16%[12.7 µM]

Other structures follow:
Abbreviations: A = BAZ2B block; B = RGS4 inhibitor; C = ALOX12 inh; D = HP1b chromo inh; E = ERG Ets-DNA blk; F = JMJD2A Tudor; G = PI4K2A block; H = GLS inhibitor; I = G9a inh
> CN(C)C(=O)CCSc1nnc(-c2ccco2)o1
  A: 4%	B: 2%	C: 3%	D: 34%	E: 6%	F: -9%	G: 2	H: -10%	I: -5%
> CCN(CC)CC(=O)c1ccc(-c2ccccc2)cc1
  A: 0%	B: ?	C: -8%	D: 5%	E: 0%	F: ?	G: 34	H: 27%	I: ?
> CC(C)NC(=O)C12CC3CC(C1)CC(n1cnc(Cl)n1)(C3)C2
  A: -3%	B: -20%	C: 11%	D: 32%	E: -15%	F: 3%	G: -1	H: -5%	I: -6%[12.7 µM]
> Cc1ccc(O)c(CCc2ccc(O)cc2)n1
  A: -2%	B: 12%	C: ?	D: 6%	E: 13%	F: -5%	G: -4	H: 26%	I: -4%[0.501 µM]
> O=C(NCCN1CCNC1=O)C1CCC(=O)N(CCc2ccccc2)C1 (stereo not drawn)
  A: 2%	B: -8%	C: 22%	D: 35%	E: 10%	F: -2%	G: 2	H: 1%	I: 8%
> CCCN(CC1CC1)C(=S)NC(=O)c1ccccc1Br
  A: -26%	B: -8%	C: 0%	D: 37%	E: 12%	F: -3%	G: -4	H: 11%	I: -20%[59 µM]
> Cc1cc(Nc2ccc(Cl)cc2)nc(NCc2ccccc2)n1
  A: ?	B: -3%	C: ?	D: -7%	E: 2%	F: ?	G: 2	H: 1%	I: -16%[59 µM]

Fetched by compound from the list above (two):
Abbreviations: A = BAZ2B block; B = RGS4 inhibitor; C = ALOX12 inh; D = HP1b chromo inh; E = ERG Ets-DNA blk; F = JMJD2A Tudor; G = PI4K2A block; H = GLS inhibitor; I = G9a inh
> O=C(C1CCN(S(=O)(=O)Cc2ccccc2)CC1)N1CCN(c2ccccc2F)CC1
  A: -13%	B: -5%	C: -12%	D: 23%	E: -1%	F: -21%	G: -1	H: -13%	I: ?
> Cc1cc(Nc2ccc(Cl)cc2)nc(NCc2ccccc2)n1
  A: ?	B: -3%	C: ?	D: -7%	E: 2%	F: ?	G: 2	H: 1%	I: -16%[59 µM]
